Screening data from PubChem BioAssay.
GalR3 antagonist: blocks the human galanin receptor 3; HEK293 GalR3-CNG cAMP membrane potential fluorescence; galR3 body fused to GalR1 C-terminus; inhibition, % at 3 µM; 0.44% of 360,000 active;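 active means inhibition above the screen-wide average plus 3 SD, cut at about 13% in these data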;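 further: forskolin and galanin both at EC90 stimulate the cells; cAMP rise reported by CNG channel membrane potential dye signal; 0% = forskolin plus galanin with DMSO and 100% = forskolin alone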
Target sequence (O60755 1-299 limits assumed): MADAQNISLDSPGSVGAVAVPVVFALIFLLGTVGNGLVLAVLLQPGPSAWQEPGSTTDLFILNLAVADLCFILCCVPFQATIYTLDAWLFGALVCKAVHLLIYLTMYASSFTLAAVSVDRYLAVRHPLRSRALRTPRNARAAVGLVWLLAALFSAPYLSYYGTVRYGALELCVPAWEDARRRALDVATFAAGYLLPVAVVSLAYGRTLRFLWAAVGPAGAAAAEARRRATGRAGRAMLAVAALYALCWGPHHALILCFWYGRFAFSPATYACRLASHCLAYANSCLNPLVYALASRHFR
The depositor's hits bear a star. A portion of the library (hit frequency here may not be typical).

Start of the data: the first two compounds (preview)
Molecule,GalR3 antagonist
COc1cccc(C=C(C#N)C(=O)c2ccccc2)c1,-4.8
CC1(CCOCc2ccccc2)NC(=O)NC1=O (centres undefined),-5.0

This part in full, repeating the preview:
Molecule,GalR3 antagonist
COc1cccc(C=C(C#N)C(=O)c2ccccc2)c1,-4.8
CC1(CCOCc2ccccc2)NC(=O)NC1=O (centres undefined),-5.0
Cc1noc(C)c1S(=O)(=O)N(C)C[C@H]1OCCCC[C@@H](C)Oc2ccc(NS(=O)(=O)c3cn(C)cn3)cc2C(=O)N([C@H](C)CO)C[C@@H]1C,-4.6
CCNC(=O)C1(C)CCN(C(=O)c2ccc(OC)cc2)C1 (centres undefined),-2.2
CN(C)C(=O)c1ccc(NC(=O)CSc2nnc(-c3ccc4c(c3)OCO4)o2)cc1,3.4
S=C1NCN(CC2CC2)CN1,-7.0
CC(C)(C)S(=O)N1Cc2cc(CO)ccc2[C@@H]1CCO (some centres undefined),-6.8
CC(C)(C)c1ccc(S(=O)(=O)NC(=O)C2(C)CCN2C(=O)Cc2ccc(Cl)cc2Cl)cc1 (centres undefined),-4.2
CCC(=O)N1Cc2cc(C(=O)Nc3nccs3)nc(-c3cccc(-c4ccccc4OC)c3)c2[C@H]1CCO,2.2
COC(=O)c1ccc2nc(-c3ccco3)c(Cc3ccc(C)cc3)n2c1,-2.4
CC(C)NC(=O)c1cc(C2CCCCN2C(=O)c2ccccc2)on1 (centres undefined),0.4
C[C@@H]1CN([C@@H](C)CO)C(=O)CCCn2nncc2CO[C@H]1CN(C)Cc1cccc2c1OCCCO2,-5.2
CCN(c1ccccc1)S(=O)(=O)c1ccc(OC)c(NC(=O)c2cc(Cl)ccn2)c1,-2.4
CC(=O)NC(c1ccccc1)c1nc(-c2ccc(Cl)cc2)cs1 (centres undefined),-5.7
COC(=O)c1cn(C(=O)c2ccc3c(c2)OCO3)c2ccccc12,0.5
N#CCSc1ccccc1NC(=O)COC(=O)CCNC(=O)c1ccc([N+](=O)[O-])cc1,-2.1
O=C(NC1CCCCC1)C(C1CC1)N1CCc2ccccc2C1 (centres undefined),-7.5
Cc1cc(C)n2c(NCc3ccccc3)c(CC(C)C)nc2n1,-7.5
NC(=O)c1ncn([C@@H]2O[C@H](C(=O)N[C@H](Cc3c[nH]c4ccccc34)C(=O)N3CCN(C(=O)C4CC4)CC3)[C@@H](O)[C@H]2O)n1,-8.0
COc1ccc(S(=O)(=O)N(C)C[C@H]2OCCCC[C@@H](C)Oc3ccc(N(C)C)cc3C(=O)N([C@H](C)CO)C[C@@H]2C)cc1,-4.5
CN(C)c1ccc(CNC(=O)CCc2ccc(S(=O)(=O)N3CCCCCC3)cc2)cc1,-5.2
COc1ccc(OC)c(S(=O)(=O)N2CCCC(C(=O)NC3CC3)C2)c1 (centres undefined),-4.3
C[C@H]1CN(c2ccc(Br)cc2)C(=O)[C@@H]1CC(=O)Nc1ccc(Br)cc1,-5.6
Cc1ccc(OCC(=O)NNC(=O)c2cc(S(=O)(=O)N(C)C)ccc2N2CCCC2)cc1,-1.6
CCc1ccccc1NC(=O)CN(C)C(=O)COC(=O)c1ccccc1Cl,-3.1
COc1ccc(C(O)c2nc(-c3ccc(C)c(C)c3)cs2)cc1 (centres undefined),-6.5
Cc1cccc(NC(=O)COC(=O)CC2CCCC2)c1C,-1.4
CCCCN(C)C(=O)c1ccc(Nc2nc(C(N)Cc3ccc(C(F)(F)F)cc3)cs2)nc1 (centres undefined),-4.2
OC(Cc1cccc(Br)c1)c1ncc(-c2ccccc2C(F)(F)F)[nH]1 (centres undefined),-6.7
CCCCCCOC(=O)CC1CC(C(C)=O)C1(C)C (centres undefined),-3.8
CCOC(=O)C1=CN(Cc2cccc(F)c2)S(=O)(=O)N(C)C1CCc1ccccc1 (centres undefined),-7.0
Cc1cccc(NC(=O)CNC(=O)[C@H]2O[C@@H](n3ccc(=O)[nH]c3=O)[C@H](O)[C@@H]2O)c1C,-5.1
CS(=O)(=O)Nc1cccc(NC(=O)c2ccc(-c3ccc(F)c(F)c3)c3ccoc23)c1,-4.1
CC1=CC(=NNS(=O)(=O)c2ccc([N+](=O)[O-])cc2)CC(C)(C)C1,-1.3
CCc1nc2ccc(C(=O)Nc3ccc4c(c3)OCC(=O)N4)cn2c1N(C)C(=O)Cc1ccccc1,-4.1
Cc1ccc(S(=O)(=O)N2CCN(C(=O)COC(=O)/C=C/c3ccc(C(F)(F)F)cc3)CC2)c(C)c1,-0.5
O=C1OCC(O)=C1Cc1ccccc1,-7.0
COc1ccc(CC(N)c2csc(Nc3ccc(C(=O)c4ccccc4)cc3)n2)cc1 (centres undefined),-3.9
O=c1c2ccccc2oc2ccccc12,-4.7
COC(=O)c1ccc(Cn2cnc3c(N)ncnc32)cc1,0.6
CCCNC(=O)c1cc(C2CCCCN2C(=O)CCc2ccccc2)on1 (centres undefined),-3.9
COc1cccc(C(O)c2nc(-c3cccc(C(C)C)c3)cs2)c1 (centres undefined),-0.8
N#C/C(=C/c1ccc(-c2ccc([N+](=O)[O-])cc2)o1)C(=O)Nc1nc(-c2cccs2)cs1,-3.5
CCC(=O)Nc1ccc(S(=O)(=O)NC[C@H]2O[C@@H](n3cnc4c(=O)[nH]c(N)nc43)[C@H](O)[C@@H]2O)cc1,-0.3
O=C(Nc1ccc(C(O)c2ccccc2)cc1)[C@@H]1O[C@H](CO)[C@@H](O)[C@H]1O (some centres undefined),-1.4
Cn1c(=O)c2c(nc(OC3CCCCCC3)n2C)n(C)c1=O,-8.5
O=C1Nc2cc(C(=O)N3CCOCC3)ccc2S/C1=C/c1ccccc1F,-9.2
CC1(C(=O)Nc2ccc3c(c2)OCCO3)CN(S(C)(=O)=O)CC(=O)N1CCc1c[nH]c2ccccc12 (centres undefined),-3.8

A different layout for some results above:
GalR3 antagonist,mol
-5.6,C[C@H]1CN(c2ccc(Br)cc2)C(=O)[C@@H]1CC(=O)Nc1ccc(Br)cc1
-1.6,Cc1ccc(OCC(=O)NNC(=O)c2cc(S(=O)(=O)N(C)C)ccc2N2CCCC2)cc1
-3.1,CCc1ccccc1NC(=O)CN(C)C(=O)COC(=O)c1ccccc1Cl

Going on with the list.
Molecule,GalR3 antagonist
COCC1CCN(Cc2c(C(=O)N3CCOCC3)nc3c(C)cccn23)C1 (centres undefined),-8.0
S=C1NCCN1c1ccc(Cl)cc1,-9.0
CC(C)(C)NC(=O)C(c1ccc(-c2ccccc2)cc1)n1c(=O)c(-c2ccccc2)nc2ccccc21 (centres undefined),-1.6
CCSc1nnc(SCC(=O)c2c(N)n(C)c(=O)n(C)c2=O)s1,1.0
COC(=O)C1=C/C=C\CN(C(c2ccccc2)c2ccccc2)/C=C\1C(=O)OC,-8.2
O=C1c2c(Cl)c(Cl)c(Cl)c(Cl)c2C(=O)N1c1nccs1,-7.3
CCOC1=C2CN(S(=O)(=O)c3ccc(C)cc3)C(c3ccc(CC)cc3)CC2N(S(=O)(=O)c2ccc(C)cc2)C(c2ccc(CC)cc2)C1 (centres undefined),-5.6
O=C(CSc1ccccn1)NC1CCCc2c1cnn2-c1ccccc1F (centres undefined),-4.7
O=C(c1cccc(Cl)c1)N1CCC2CC1c1cc(N3CCOCC3)ccc12 (centres undefined),-4.6
CC(C)NC(=O)C1C(c2ccccc2)=Nc2ccccc2N1C(=O)c1cc(Cl)cc(Cl)c1 (centres undefined),-8.7
COc1cc(C2CC(=O)Oc3cc(C)c(Br)c(C)c32)cc(OC)c1OC (centres undefined),-11.3
COc1ccc(CN(C(C)=O)c2cc(C)c([N+](=O)[O-])cc2OC)cc1OC,-5.1
O=C(NCc1cc(Cl)cc(Cl)c1)c1ccc2sc([C@@H]3O[C@H](CO)[C@H](O)[C@H](O)[C@H]3O)nc2c1,-7.8
CCCC(C)(C)C(=O)N1CCC1(C)C(=O)NS(=O)(=O)c1ccc(Br)cc1 (centres undefined),-2.6
CN(C(=O)c1cccc(NC(=O)Cc2cccc(NC(=O)C3CCN(S(=O)(=O)c4cccc([N+](=O)[O-])c4)CC3)c2)c1)C1CC1,-4.7
CC(=O)N1c2ccccc2N=C(c2ccc3c(c2)OCO3)C1C(=O)NCc1ccccc1 (centres undefined),-4.3
O=C(c1cccs1)N1C[C@H](O)[C@@H](n2cc(-c3ccc(F)cc3)nn2)C[C@@H]1c1ccccc1,-8.0
CC(=O)NCCNc1nc2cc(-c3ccccc3CO)sc2c(=O)n1C,-0.7
COCCNC(=O)C1CCCN(C(=O)c2cc(-c3cccs3)oc2C)CC1 (centres undefined),-2.3
CC(=NNC(=O)c1ccncc1)c1ccccc1Cl,-2.5
Cc1ccc(NC(=O)COC(=O)Cc2c[nH]c3ccccc23)cc1,-8.9
CC(=O)N1CC2(CC(c3ccccc3F)=NO2)CN1c1ccc(Cl)cc1 (centres undefined),-6.6
CC1(C)OC(=O)C2=C(C[C@@H](C3CCCCC3)O[C@H]2c2ccc(Cl)cc2)O1,-2.2
Cc1cccc(C)c1NC(=O)CN(C)CCc1ccccc1,-5.9
COc1cccc(C(Nc2ccccc2)c2ccc3ccc(C)nc3c2O)c1 (centres undefined),-6.6
CSc1ccc(CN2CCC(C)(Oc3cnc(Cl)c4ccccc34)C2)cc1 (centres undefined),-8.2
COCCNC(=O)C1(C)CCCN(Cc2noc(-c3ccccc3OC)n2)C1 (centres undefined),-3.7
Cn1c(=O)c2cc(NC(=O)CCc3ccc(O)cc3)ccc2n1Cc1cccc(C(F)(F)F)c1,-6.2
CC(=O)c1cccc(-c2ccnc3c2CC(C(=O)NCc2ccc(N4CCN(C)CC4)cc2)O3)c1 (centres undefined),-7.3
COC1=CC(=O)OC(c2ccccc2)C1 (centres undefined),-9.0
COc1ccccc1N(CC(=O)N1CCN(Cc2ccccc2)CC1)S(=O)(=O)c1ccccc1,-3.0
CCCn1c(SC(C)C(=O)NC2CCCC2)n[nH]c1=O (centres undefined),-1.7
CCc1cccc(OCCOC(=O)CNS(=O)(=O)c2ccc(NC(C)=O)cc2)c1,-2.3
CC(C)=CCc1ccc(O)c(=O)cc1C(C)C,-4.7
C[C@H]1CN([C@@H](C)CO)C(=O)CCCn2cc(nn2)CO[C@@H]1CN(C)C(=O)Nc1ccccc1F,-6.9
COc1ccc(/C=C2/CSC/C(=C/c3ccc(OC)c(OC)c3)C2=O)cc1OC,3.5
CCCCC(=O)N(C)c1c(CC)nc2c(OCCC)cccn12,-5.3
CC(C)NC(=O)C1(C)CCCCN1Cc1cccc(C(F)(F)F)c1 (centres undefined),-6.7
O=C1c2ccccc2C(c2nnnn2Cc2ccccc2)N1CCc1ccccc1F (centres undefined),-3.9
CNC(=O)C[C@H]1C(=O)N(c2ccc(OC)cc2)C[C@@H]1Cc1ccccc1,1.2
c1ccc2sc(N3CCCCC3)nc2c1,-6.2
COCCNC(=O)C1CCCN(C(=O)COc2ccc(C(C)(C)C)cc2)CC1 (centres undefined),-6.1
COc1ccc(Cl)c(-c2cc(C(=O)Nc3ccccc3)[nH]n2)c1,-4.9
Cc1ccc(CNS(=O)(=O)c2ccc(Cl)s2)cc1,-4.5
CC1(C(=O)NCCC(F)(F)F)Cc2c(-c3cccc(C(N)=O)c3)ccnc2O1 (centres undefined),-1.0
CC(=O)N1CCN(S(=O)(=O)c2cccc(C(=O)OCC(=O)Nc3c(Cl)cccc3C(F)(F)F)c2)CC1,-5.5
COc1ccccc1C1CC(=O)Oc2cc(OC)c(OC)c(OC)c21 (centres undefined),-6.2
COc1ccc(OC)c(CN2CCN(C(=O)c3ccc(C)c(S(=O)(=O)Nc4ccccc4OC)c3)CC2)c1,4.3
Cc1cc(OCc2nc(N)nc(N)c2-c2ccc(Cl)c(Cl)c2)ccc1[N+](=O)[O-],-1.7
COc1ccc(S(=O)(=O)NC(=O)C2(C)CCN2C(=O)C2CCCCC2)cc1OC (centres undefined),-6.7
Nc1ccc2c(c1)C(=NO)c1cc([N+](=O)[O-])ccc1-2,-5.1
COc1cc(C(=O)NC2CCN(C)CC2)ccc1Nc1ncc2c(n1)N(CCc1ccccc1)CCC(=O)N2C,-4.6
CCOC(=O)[C@]12CCCC=C1N(Cc1ccc(Cl)cc1Cl)C(=O)[C@H](CC(=O)NCc1cccc3ccccc13)C2,-4.9
CC1(C(=O)NCc2ccco2)Cc2c(-c3ccc4c(c3)OCO4)ccnc2O1 (centres undefined),8.4
CC(C)N1CCN(S(=O)(=O)c2ccccc2)c2ccccc21,-5.3
CC(CNC(=O)CN(C)CC(=O)Nc1ccccc1Br)c1ccccc1 (centres undefined),-1.4
COC(=O)[C@@]1(C)[C@H]2C(=O)N(C)C(=O)[C@H]2[C@H]2CN=C(SC)N21,-1.9
O=C(NCCN1CCC(n2c(=O)[nH]c3ccccc32)CC1)c1ccccc1,-8.2
CN1CCN(c2ccc3sc(-n4ccc5ccccc54)nc3c2)CC1,-7.7
CC(NC(=O)c1ccc2nc(Cc3cccc(Cl)c3)oc2c1)c1ccncn1 (centres undefined),-4.3
CCOc1ccc(S(=O)(=O)N2CCCC2)c2ccccc12,-1.8
Cn1cc(CN2CCC(C(=O)NC(c3ccc(F)cc3)c3ccc4ccccc4n3)CC2)c2ccccc21 (centres undefined),-6.8

Two of the compounds above, with values ahead of the structure:
GalR3 antagonist	molecule
-1.9	COC(=O)[C@@]1(C)[C@H]2C(=O)N(C)C(=O)[C@H]2[C@H]2CN=C(SC)N21
-6.8	Cn1cc(CN2CCC(C(=O)NC(c3ccc(F)cc3)c3ccc4ccccc4n3)CC2)c2ccccc21 (centres undefined)
